Screening data (PubChem BioAssay)
SSB-PriA inh: K. pneumoniae PriA-SSBct interaction inhibition; AlphaScreen SSBct-PriA binding, biotinylated peptide; inhibition, % at 33 µM; actives 0.6% (n = 430,000); in the data active = inhibition mostly above about 37%, no sharp cut-off; inactive = mostly below about 20%;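 note: plate controls were negative control peptide for no effect and reference peptide for full effect; strong numbers were not always called active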
Yp Topo-I inh: inhibitors of Yersinia pestis topoisomerase I. Y. pestis Topo-I cleavage product accumulation, plate reader. activity, % at 10 µM. actives 0.064% (n = 360,000); in the data active = activity above about 50%, passing the limit was not always enough; inconclusive = no clear call, values can overlap the other calls; note: inactives centre near 2
BH1578 lux ind: inducers of Vibrio cholerae quorum light production without autoinducers | V. cholerae BH1578 lux reporter, luminescence, 6 h | activation, % at 18.7 µM | actives 0.16% (n = 350,000); in the data active = activation mostly above about 9.7%, no sharp cut-off; inconclusive = no clear call, values can overlap the other calls; inactive = mostly below about 3.7%; note: not every result past the cut was called active; inactives centre near 0; reference of the scale not given here
PfHsp40 yeast: rescue of PfHsp40-mediated yeast toxicity | actives 0.68% (n = 340,000) | S. cerevisiae expressing PfHsp40, growth rescue, ATP luminescence | AID 504582 | growth rescue, % at 12.5 µM; in the data active = growth rescue above about 28%, passing the limit was not always enough; inconclusive = no clear call, values can overlap the other calls;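 note: yeast W303a lacking pdr1 and pdr3 grown in galactose medium; growth measured after three days at 30 °C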
BoNT-A LC inh2: blocks Botulinum neurotoxin A light chain protease; AID 588499; actives 0.17% (n = 360,000); inhibition, % at 10 µM; multiplex microsphere protease substrate cleavage, flow cytometry; note: plate controls were buffer without enzyme for full effect and enzyme alone for no effect
Anthrax LF inh2: blocks Bacillus anthracis lethal factor protease; actives 0.12% (n = 360,000); multiplex microsphere protease cleavage assay, LF; inhibition, % at 10 µM; P15917; note: plate controls were buffer without enzyme for full effect and enzyme alone for no effect
SARS 3CLpro inh: SARS-CoV 3CLpro protease inhibition. P0C6X7. recombinant SARS-CoV 3CLpro, quenched FRET peptide cleavage. inhibition, % at 6 µM. actives 0.14% (n = 290,000); in the data active = inhibition above about 12%
PrPC TRFRET: cell surface PrPC inhibition, primary TR-FRET screen | P04156 | inhibition, % at 13.8 µM | TR-FRET read-out | actives 0.43% (n = 370,000) | AID 720596; in the data active = inhibition above about 24%; note: 0% = median of the test wells and 100% = reference compound wells
TcdB GH inh: TcdB glycohydrolase inhibition | P18177 | actives 0.24% (n = 350,000) | TcdB glycohydrolase enzymatic assay, plate reader | AID 652162 | inhibition, % at 9.99 µM; in the data active = inhibition above about 10%
* hit, by the source's call; i = inactive; ? = inconclusive; / = no result given; & = joins results of further samples. Cut-off read from the data, not from the text of the source, unless noted: active = inhibition above about 30%; inconclusive = no clear call, values can overlap the other calls; inactive = below that. These rows are one share of the data; the hit share may differ from the screen's.

Results follow in this order: PfHsp40 yeast	Yp Topo-I inh	Anthrax LF inh2	TcdB GH inh	BH1578 lux ind	PrPC TRFRET	SSB-PriA inh	BoNT-A LC inh2	SARS 3CLpro inh
Fc1ccc(-c2csc(N3CCSCC3)n2)cc1
→ 0.8	-4	0	0.1	-0.3	-2	-8	0.0	-3
COc1cccc(-c2nc(-c3ccc(NC(=O)c4cccnc4)cc3)no2)c1
→ 1.0	19	-1	/	-0.9	-5	-4	0.1	-5
CC(C)C(C)NC(=O)CN1C(=O)NC(c2ccccc2)(c2ccccc2)C1=O (stereo not given)
→ -0.9	3	1	0.5	-0.3	0	0	0.6	-7
CCCCC1C2=C(CC(C)(C)CC2=O)OC2=C1C(=O)CC(C)(C)C2
→ 0.2	34	0	/	-0.2	-4	-15	0.4	2
C/C(=N/Nc1ncc(C(F)(F)F)cc1Cl)c1ccncc1
→ -0.9	-6	-4	0.5	i	9	/	-0.6	4
CN(Cc1ccccc1)C(=O)COc1ccc2ccccc2c1
→ /	14	/	1.8	-0.6	-2	-4	/	/
Cc1[nH]n(C(N)=S)c(=O)c1N=Nc1cccc(C(F)(F)F)c1
→ 2.0	-3	-12	-0.2	i	2	-11	-2.5	-6
O=C(Nc1ccc(Cl)c(Cl)c1)C1CC(=O)N(c2ccc(Br)cc2)C1 (stereo not given)
→ 31*	-5	-2	/	i	1	-18	0.0	0
Cc1cc(C)nc(N2CCC(C(=O)Nc3ccc4c(c3)OCCO4)CC2)n1
→ -0.5	4	-4	2.4	-0.3	7	-12	-0.2	2
Cc1ccccc1NS(=O)(=O)c1ccc2oc(=O)ccc2c1
→ -2.0	6	-9	2.3	-2.4	3	-5&-1	0.2	0
COc1cccc(C(NC(C)=O)c2nc(-c3ccoc3)cs2)c1 (stereo not given)
→ /	3	-6	-1.0	i	-7	/	0.0	/
Cc1nc2[nH]c(=S)[nH]c2c(=O)[nH]1
→ -0.7	3	1	29*	-5.9	-3	3	-0.1	/
Cc1ccc(NC(=O)CSc2nnc(-c3cnccn3)n2Cc2ccco2)cc1C
→ 2.5	2	1	/	i	8	-5	-0.4	-3
COC(=O)[C@@]1(Sc2ccccc2)CC(=O)N[C@@H]1c1ccccc1
→ /	/	-4	2.5	/	4	/	0.4	/
CCOc1ccc(C2C(C(=O)c3cccs3)=C(O)C(=O)N2Cc2cccnc2)cc1OC (stereo not given)
→ -0.7	-5	-4	-0.7	-0.4	6	-7	-0.2	5
Cc1[nH]c2c(ccc3cccnc32)c1C
→ 1.3	-2	0	5.5	i	-3	23	1.4	6
Nc1c(C(=O)NCCN2CCOCC2)c2nc3ccccc3nc2n1Cc1ccco1
→ -0.5	19	0	/	-0.3	-20	-4	2.5	1
Cc1[nH]c2ccc(-c3nnc(SCC(=O)c4ccc(F)cc4)o3)cc2c1C
→ -0.6	4	-5	-1.1	i	2	-1	-0.1	4
CCOC(=O)C1CCCN(c2c(Nc3ccc(OCC)cc3)c(=O)c2=O)C1 (stereo not given)
→ 0.8	7	4	-12	-0.2	-12	-9	0.5	1
CCOC(=O)c1oc2ccccc2c1NC(=O)c1ccc(S(=O)(=O)N(C)C)cc1
→ -1.0	5	-7	/	-2.2	0	-10	6.1	-3
CCN(CC)S(=O)(=O)c1cc(C(=O)Nc2ccncc2)ccc1Cl
→ -1.3	-4	-1	/	i	26*	-17	-0.4	1
CC1CN(Cc2cc(=O)oc3cc(O)ccc23)CC(C)O1 (stereo not given)
→ -0.4	-5	1	-0.2	-0.1	-1	-19	0.6	-6
O=C(COC(=O)CC(NC(=O)c1ccccc1Cl)c1ccccc1)Nc1cccc(F)c1 (stereo not given)
→ 1.6	18	1	0.8	i	0	-17	-0.7	2
COC(=O)c1cccc(C(=O)Nc2ccc(C)cc2)n1
→ -0.2	-4	-5	/	i	5	-10	-0.5	4
CCOc1ccc2ccccc2c1/C=N/NC(=O)c1ccc(C)nc1
→ 0.0	17	-4	1.4	0.8	18	/	-4.1	-4
CCc1c(C)sc(NC(=S)Nc2nc(C)cc(C)n2)c1C(=O)OC
→ -1.1	2	-6	0.5	3.1	-9	-3	-1.0	2
O=C1CNC(=O)/C1=C\c1ccc(O)cc1
→ -2.1	0	-1	-0.4	-0.2	2	-7	0.4	-3
Cc1noc(NS(=O)(=O)c2ccc(NC(=O)COc3ccc(Cl)cc3Cl)cc2)c1C
→ 1.2	14	2	/	i	-2	-4	0.6	4
O=C(CO/N=C/c1ccc(Cl)cc1Cl)NNC(=O)c1cccc(Cl)c1
→ -0.9	16	-11	-0.3	i	-5	i	-0.7	1
O=C(N/N=C/c1cc2c(cc1[N+](=O)[O-])OCO2)c1cccnc1
→ 0.0	-2	-2	1.0	-0.3	-47	i	-1.9	2

Retrieved by compound from the entries so far, three records:
Results follow in this order: PfHsp40 yeast	Yp Topo-I inh	Anthrax LF inh2	TcdB GH inh	BH1578 lux ind	PrPC TRFRET	SSB-PriA inh	BoNT-A LC inh2	SARS 3CLpro inh
Cc1noc(NS(=O)(=O)c2ccc(NC(=O)COc3ccc(Cl)cc3Cl)cc2)c1C
→ 1.2	14	2	/	i	-2	-4	0.6	4
O=C(N/N=C/c1cc2c(cc1[N+](=O)[O-])OCO2)c1cccnc1
→ 0.0	-2	-2	1.0	-0.3	-47	i	-1.9	2
CCOc1ccc2ccccc2c1/C=N/NC(=O)c1ccc(C)nc1
→ 0.0	17	-4	1.4	0.8	18	/	-4.1	-4

Going on with the list.
Results follow in this order: PfHsp40 yeast	Yp Topo-I inh	Anthrax LF inh2	TcdB GH inh	BH1578 lux ind	PrPC TRFRET	SSB-PriA inh	BoNT-A LC inh2	SARS 3CLpro inh
O=C(Cn1nnc(-c2ccccc2)n1)NNC(=O)c1cccc([N+](=O)[O-])c1
→ 0.0	4	-5	0.7	-0.2	-9	-10	-1.3	-4
COc1ccc(C(=O)Oc2ccc(/C=N/NC(=O)c3ccccc3OC)cc2[N+](=O)[O-])cc1
→ 0.6	2	-4	/	-1.4	5	/	-0.9	-2
C[C@H](CO)N1C[C@H](C)[C@@H](CN(C)C(=O)Nc2ccc3c(c2)OCO3)Oc2ccc(NS(=O)(=O)c3cn(C)cn3)cc2C1=O
→ -0.5	-1	-1	0.8&-2.1	-1.2	6	-7	0.7	/
COc1ccc(-n2c(C)cc(/C=C3/SC(=O)N(CC(=O)N4CCOCC4)C3=O)c2C)cc1
→ -1.4	4	-2	0.8	i	3	4	-0.8	-3
N#Cc1ccccc1OCC(=O)OCC(=O)NC1CCS(=O)(=O)C1 (stereo not given)
→ 0.3	8	4	1.3	-0.4	5	5	-0.2	/
Cc1ccc(OCC(=O)N(Cc2ccc(N(C)C)cc2)C2CCS(=O)(=O)C2)cc1C (stereo not given)
→ -0.3	8	27	-0.2	-0.4	-2	26	1.7	-1
O=C(Oc1ccc2ccccc2c1Cl)N1CCCC1
→ -1.2	?	4	/	i	-18	-28	-1.3	-2
CCCc1nc2oc3ccccc3c(=O)c2c(=O)n1-c1ccc(C)cc1
→ /	7	-3	0.4	i	-9	-8	0.0	-4
CC(C)(C)OC(=O)NCCCC[C@H](NC(=O)c1nc[nH]c1C(=O)N[C@@H](CCCCNC(=O)OC(C)(C)C)C(=O)OC(C)(C)C)C(=O)OC(C)(C)C
→ 1.4	22	-2	0.8	i	-3	-11	0.5	/
O=C(NC1CCCCC1)C(c1ccc(F)cc1)N(Cc1ccco1)C(=O)Cn1nnc2ccccc21 (stereo not given)
→ -0.6	24	0	/	1.4	9	-26	2.0	-6
COCCCNC(=O)CNC(=O)c1nn(-c2ccc(OC)cc2OC)c(=O)c2ccccc12
→ -1.4	8	0	-0.1	i	3	6	-2.9	-1
CCCCN(C(=O)C1CCN(C(=O)c2ccccc2C)CC1)c1c(N)n(CCC)c(=O)[nH]c1=O
→ 0.8	-2	3	2.1	i	-4	-8	1.8	/
CC(C)CNC(=O)COC(=O)CCC(=O)c1ccc(Cl)cc1
→ 0.6	3	-2	1.3	2.9	10	-15	-1.0	1
CCOc1ccc(NC(=O)C2Cc3ccccc3CN2S(=O)(=O)CC)cc1 (stereo not given)
→ 1.1	-13	3	1.6	-0.2	10	-14	0.8	2
O=[N+]([O-])c1cccc(/C=C/c2nc(C=Nc3ccc4ccccc4c3)c(O)o2)c1
→ -1.9	-2	2	/	-0.7	-2	-25	-2.3	-3
Cc1ccc([N+](=O)[O-])cc1NC(=O)C[n+]1ccccc1
→ 0.6	3	-6	-1.0	i	-9	-4	0.4	-4
N#Cc1c(-c2ccccc2)cc(-c2ccccc2)nc1SCCC(=O)O
→ 0.9	1	1	-1.3	0.2	-4	3	-1.0	5
COc1ccc(Nc2nnc(-c3ccccc3)c3ccccc23)cc1C(=O)N1CCCCC1
→ 0.0	27	0	0.8	i	-4	14	0.6	4
Cc1cc(C(=O)NC(C)CCc2ccccc2)ccc1[N+](=O)[O-] (stereo not given)
→ -0.6	6	-3	1.3	-1.7	-11	2	0.3	2
CN(C(=O)COC(=O)c1cc2c(s1)CCCCC2)C1CCS(=O)(=O)C1 (stereo not given)
→ 0.8	0	1	1.9	4.3	-3	-2	0.9	-2
CC(=O)C(Cc1ccccc1)NC(=O)CN(C)Cc1ccccc1Cl (stereo not given)
→ -0.3	18	-9	-2.5	-0.3	-3	4	3.3	2
O=C(NCCc1ccc(Cl)cc1)C1CCC(=O)N1Cc1ccc(F)cc1 (stereo not given)
→ 0.0	0	-2	1.2	-0.2	-8	-13	-0.8	3
CCN(CC1CCCO1)C(=O)c1cc(COc2ccc(OC)cc2Cl)on1 (stereo not given)
→ -0.3	21	-4	2.2	i	-2	-7	-1.8	6
Cc1ccc(-n2nnnc2CS(=O)(=O)c2ccccc2)c(C)c1
→ 0.8	4	3	1.5	i	4	-16	0.1	3
Cc1onc(-c2c(F)cccc2Cl)c1C(=O)OCC(=O)NC(N)=O
→ -1.1	-13	2	1.9	-0.1	-4	-4	0.1	1
OCCn1c(CSc2nc3ccccc3n2CCO)nc2ccccc21
→ -0.1	2	-1	/	-1.5	-4	-3	-0.7	1
O=C(NCCc1ccc(F)cc1)NC12CC3CC(CC(C3)C1)C2
→ 2.6	14	-2	-2.1	-0.2	-2	-45	2.0	3
S=c1[nH]nc(CN2CCCC2)n1Cc1ccccc1
→ 0.2	-10	-6	1.3	1.0	6	-5	-0.4	2
Cc1ccc2c(c1)C(c1ccccc1)N(C(=O)c1ccccc1)CC(=O)N2 (stereo not given)
→ -0.7	13	2	0.5	i	-1	6	-8.9	-2
Cc1ccc(NC(=O)c2ccc(Cn3cc(Br)cn3)o2)cc1
→ 14	0	-2	/	-0.3	10	-30	-0.2	3
